Compound activity from PubChem.
RGS4-Gao reg = modulates binding of RGS4 to human Galphao; Multiplexed bead flow cytometry; actives lie on both sides; P09471; 220,000 tested, 0.33% active; binding response (% of control), % at 10 µM; in the data active means binding response below about 49% or above about 150%; inactive means in between;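 further: fluorescent Galphao activated with aluminum fluoride binding bead-coupled RGS4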
RGS7-Gao = modulates binding of RGS7 to human Galphao. binding response (% of control), % at 10 µM. P09471. Multiplexed bead flow cytometry; actives lie on both sides. AID 1439. 220,000 tested, 0.35% active; in the data active means binding response below about 49% or above about 150%; inconclusive means no clear call, values can overlap the other calls; inactive means in between;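 further: fluorescent Galphao held in activated GDP-AlF4 state binding bead-coupled RGS7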
Mcl1-Noxa inh = disrupts binding of human Mcl-1 to Noxa peptide. Q07820. TR-FRET Mcl-1/Noxa peptide binding, 2 h. inhibition, % at 21.7 µM. 220,000 tested, 1.5% active. AID 1022;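 active means compounds that cut the protein-peptide binding signal by more than 50% relative to plate controls in a single-dose test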;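 further: His-tagged Mcl-1 with rhodamine Noxa BH3 peptide and terbium anti-His antibody; 0% = Mcl-1 plus Noxa peptide wells and 100% = peptide-only wells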
Bim-Mcl-1 = human Bim-Mcl-1 interaction inhibition; AID 1009; 190,000 tested, 0.1% active; Q07820; inhibition, % at 10 µM; Bead-based flow cytometry, Bim peptide-Mcl-1 binding; in the data active means inhibition above about 40%;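 further: 0% = no compound tracer wells and 100% = peptide blocker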
Mcl1 Bid PPI = Mcl-1/Bid interaction inhibition; Q07820; TR-FRET Mcl-1/Bid-Dy647 peptide binding, 1536-well; inhibition, % at 21.7 µM; 220,000 tested, 0.97% active; AID 1021;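 active means compounds that cut the binding signal by more than half at the single screening dose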;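 further: His-tagged Mcl-1 with europium anti-His antibody binding Bid BH3 peptide; 0% = Mcl-1 plus peptide wells and 100% = peptide-only wells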
Avidin bead fluor = compound fluoresces at 488/530 nm on avidin beads | AID 1775 | compound fluorescence 488/530 nm, flow cytometry; active compounds read high | 220,000 tested, 0.38% active | fluorescence (KMESF) at 10 µM; in the data active means fluorescence above about 47; further: inactives centre near 10
RGS8-Gao reg = modulates binding of RGS8 to human Galphao; P09471; multiplexed bead flow cytometry; actives lie on both sides; response (percent of control binding), % at 10 µM; 220,000 tested, 0.34% active; AID 1423; in the data active means response below about 60% or above about 140%; inactive means in between;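 further: Galphao activated as the GDP aluminium fluoride complex binding bead-coupled RGS8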
Pf gamet viab = P. falciparum stage V gametocyte viability inhibition. AID 743093. 150,000 tested, 0.065% active. P. falciparum stage V gametocytes, ATP luminescence, 24 h. inhibition, % at 10.9 µM;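 active means inhibition above the mean plus 3 SD of compounds within the control limits, set per campaign, cut at about 38% in these data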;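 further: 0% = DMSO wells and 100% = medium only without gametocytes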
ABCB1 block = human ABCB1 inhibition, ABCG2 as counter-screen; P08183; AID 1326; CCRF-Adr cells, JC-1 efflux, flow cytometry; inhibition, % at 6.6 µM; 190,000 tested, 0.067% active; in the data active means inhibition above about 40%;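 further: 0% = vehicle and 100% = reference inhibitor; higher value means more JC-1 retained so stronger ABCB1 efflux block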
Target sequence (P08183 whole entry, looked up): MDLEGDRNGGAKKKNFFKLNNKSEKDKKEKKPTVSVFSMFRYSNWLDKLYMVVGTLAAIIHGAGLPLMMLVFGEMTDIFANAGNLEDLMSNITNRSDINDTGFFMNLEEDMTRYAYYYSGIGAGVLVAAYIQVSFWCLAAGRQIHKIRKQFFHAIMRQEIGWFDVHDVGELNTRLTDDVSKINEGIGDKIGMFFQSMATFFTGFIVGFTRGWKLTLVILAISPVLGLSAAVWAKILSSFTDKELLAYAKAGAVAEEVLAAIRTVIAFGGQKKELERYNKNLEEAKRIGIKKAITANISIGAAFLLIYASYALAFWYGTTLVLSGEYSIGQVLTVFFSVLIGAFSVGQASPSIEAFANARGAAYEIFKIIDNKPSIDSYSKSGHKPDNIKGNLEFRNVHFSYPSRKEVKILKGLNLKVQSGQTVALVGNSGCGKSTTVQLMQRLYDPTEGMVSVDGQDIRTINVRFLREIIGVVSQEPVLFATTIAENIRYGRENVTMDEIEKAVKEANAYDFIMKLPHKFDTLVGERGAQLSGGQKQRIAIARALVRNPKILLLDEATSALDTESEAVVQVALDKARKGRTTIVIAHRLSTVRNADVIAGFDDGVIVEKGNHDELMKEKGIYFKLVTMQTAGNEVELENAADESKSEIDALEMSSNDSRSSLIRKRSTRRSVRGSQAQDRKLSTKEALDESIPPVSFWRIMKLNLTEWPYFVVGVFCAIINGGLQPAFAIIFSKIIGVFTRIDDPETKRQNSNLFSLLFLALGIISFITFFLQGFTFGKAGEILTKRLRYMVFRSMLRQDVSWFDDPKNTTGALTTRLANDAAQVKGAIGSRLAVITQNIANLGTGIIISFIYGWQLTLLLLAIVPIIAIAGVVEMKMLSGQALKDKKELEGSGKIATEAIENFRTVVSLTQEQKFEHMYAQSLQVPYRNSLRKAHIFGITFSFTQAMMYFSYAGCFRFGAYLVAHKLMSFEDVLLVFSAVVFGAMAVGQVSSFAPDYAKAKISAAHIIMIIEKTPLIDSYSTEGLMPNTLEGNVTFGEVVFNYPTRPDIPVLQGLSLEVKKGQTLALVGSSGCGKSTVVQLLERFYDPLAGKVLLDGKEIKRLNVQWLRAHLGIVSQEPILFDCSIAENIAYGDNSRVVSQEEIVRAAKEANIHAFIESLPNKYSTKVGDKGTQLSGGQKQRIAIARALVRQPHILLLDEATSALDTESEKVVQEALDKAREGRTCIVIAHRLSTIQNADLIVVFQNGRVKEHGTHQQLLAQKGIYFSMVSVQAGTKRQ
GSH bead fluor = GSH bead compound fluorescence profile | GSH beads flow cytometry, compound fluorescence 488/530 nm; active compounds read high | fluorescence (KMESF) at 10 µM | 190,000 tested, 0.25% active; in the data active means fluorescence above about 89;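 further: glutathione beads carrying GST-tagged Bcl family fusion proteins plus one bare bead set; values are compound well signal with DMSO vehicle wells as background; inactives centre near 16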
ABCG2 inh = inhibitors of human ABCG2 transporter, ABCB1 counter-screen; IgMXP3 cells, JC-1 efflux, flow cytometry; inhibition, % at 6.6 µM; 190,000 tested, 0.1% active;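 active means inhibition above 80%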;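 further: 0% = DMSO and 100% = nicardipine control wells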
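Read-out basis: Efflux inhibition in percent versus controls | Test system: ABCG2 IgMXP3 and barcoded ABCB1 CCRF-Adr cell mix | Quantity: 3 million cells/mL in well | Schedule: 10 min at 25 °C | Control set: Nicardipine as high control, DMSO as low control | Reagent: JC-1 as fluorescent efflux pump substrate | Signal: Flow cytometry of retained JC-1 fluorescence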
* hit, by the source's call; ? = inconclusive; . = not tested or not shown; [ ] = remark or other dose.

SMILES	RGS4-Gao reg	RGS7-Gao	Mcl1-Noxa inh	Bim-Mcl-1	Mcl1 Bid PPI	Avidin bead fluor	RGS8-Gao reg	Pf gamet viab	ABCB1 block	GSH bead fluor	ABCG2 inh
NC(=O)c1ncc(C(F)(F)F)cc1Oc1ccc(C(F)(F)F)cc1	103.5	99.5	-1.6	-1.0	-1.8	6	101.1	-10.9	0.4	51	0.7
O=C(CN1CCCC1)N1CCN(c2ccccc2)CC1	91.0	92.7	2.5	-1.0	-53.9	7	94.9	.	0.8	13	1.4
COC(=O)Cn1c(=NC(=O)c2cccc(OC)c2)sc2cc(OC)ccc21	102.2	100.6	2.5	-8.0	9.0	11	98.7	.	-0.3	12	6.5
Cn1c(=N)c(S(=O)(=O)c2ccc(F)cc2)cc2c(=O)n3ccccc3nc21	97.3	99.7	6.0	2.0	8.4	10	99.4	.	1.8	14	2.7
O=C1COCCOCCOCC(=O)NCCN1	79.1	96.7	2.8	-2.0	-12.0	8	92.5	5.6	0.2	13	2.3
CC(=O)Nc1ccc(NC(=O)COC(=O)[C@@H](NC(=O)c2ccc(F)cc2)C(C)C)cc1	100.1	97.6	-5.0	-2.0	-6.8	8	99.7	9.2	-0.8	14	-2.5
COc1cc2c(cc1NC(=O)/C=C/c1cc(OC)c(OC)c(OC)c1)oc1ccccc12	102.2	97.7	8.3	-8.0	-13.4	21	102.8	2.4	0.9	10	-15.7
COc1ccc(C(=O)CCN2CCc3cc(OC)c(OC)cc3C2)cc1	102.5	100.4	11.9	0.0	5.4	8	100.6	18.2	1.0	13	0.4
CC(=O)NC(C)c1ccc(Cl)c(Cl)c1 (centres undefined)	138.9	132.7	0.1	-7.0	-1.6	5	156.0*[activator]	.	1.4	32	3.0
COc1ccc2c3c(c(=O)oc2c1OCC(=O)C(C)(C)C)CCCC3	98.9	92.7	-1.2	1.0	-9.2	10	102.0	.	1.7	13	9.8
O=c1c2ccccc2n2c(-c3ccc(C(F)(F)F)cc3)nnc2n1Cc1ccccc1	100.4	94.4	-28.3	-4.0	-45.4	9	101.4	-21.0	6.4	12	5.0
O=C(NCc1ccccc1)c1ccc(C(=O)N(C2CCCCC2)C2CCCCC2)cc1	.	.	-16.2	-2.0	-16.4	.	.	7.2	4.5	41	15.2
COc1cccc(NC(=S)Nc2ccc(O)cc2)c1	101.2	?	23.8	.	-77.9	11	90.9	.	.	.	.
CC(C)CCNC(=O)CCSCCC(=O)NCCC(C)C	105.9	106.7	-16.6	-5.0	-3.6	15	103.9	12.9	0.1	12	11.0
CCN(CC)c1ccc2cc(C(C)=O)c(=O)oc2c1	104.7	106.5	-32.1	0.0	-20.7	33	109.2	.	0.8	20	3.4
CCCCCCCCNC(C)C(O)c1ccc(SC(C)C)cc1 (centres undefined)	103.4	106.2	6.0	-2.0	-0.8	11	106.7	.	1.4	19	-1.0
COc1ccc(C2SCCN2S(=O)(=O)c2ccc(F)cc2)cc1OC (centres undefined)	96.1	95.8	-22.0	-1.0	-17.1	36	101.9	.	0.7	13	1.5
O=C(CSc1ccc(-c2cccc([N+](=O)[O-])c2)nn1)NCc1ccccc1	95.8	96.3	12.6	0.0	-20.6	6	97.2	-14.9	0.3	11	0.4
CN(c1ccc(OCC(=O)N2CCN(c3ccc(F)cc3)CC2)cc1)S(=O)(=O)c1cccs1	103.2	107.8	-5.8	-3.0	-26.6	6	104.0	-4.0	1.3	20	8.4
COc1ccc(S(=O)(=O)N(C(=O)C(C)C)c2ccc3oc(=O)sc3c2)cc1	96.4	97.1	21.2	-5.0	-2.7	27	96.9	.	0.3	23	0.8
CCOC(=O)CSc1nnc(Cc2cc(=O)[nH]c(=O)[nH]2)n1-c1cccc(OC)c1	101.8	100.5	25.0	-1.0	-18.0	10	102.9	-39.2	-0.1	14	-0.5
Cc1ccc2nc(Cc3ccc(N)cc3)oc2c1	106.4	109.8	7.5	0.0	-13.3	6	104.2	-3.7	-0.2	14	-0.5
CCOC(=O)Cn1nc(C)n(-c2ccccc2)c1=O	98.6	96.1	15.4	1.0	-0.3	23	99.0	-11.6	1.2	14	6.0
COCCCNC(=O)c1cc2cc(Br)ccc2oc1=O	101.1	101.8	22.5	-1.0	18.8	11	100.1	-19.7	0.8	19	10.7

Reprinted at random: 2 entries already listed, in no set order.
SMILES	RGS4-Gao reg	RGS7-Gao	Mcl1-Noxa inh	Bim-Mcl-1	Mcl1 Bid PPI	Avidin bead fluor	RGS8-Gao reg	Pf gamet viab	ABCB1 block	GSH bead fluor	ABCG2 inh
CCN(CC)c1ccc2cc(C(C)=O)c(=O)oc2c1	104.7	106.5	-32.1	0.0	-20.7	33	109.2	.	0.8	20	3.4
CCOC(=O)Cn1nc(C)n(-c2ccccc2)c1=O	98.6	96.1	15.4	1.0	-0.3	23	99.0	-11.6	1.2	14	6.0

Later entries:
SMILES	RGS4-Gao reg	RGS7-Gao	Mcl1-Noxa inh	Bim-Mcl-1	Mcl1 Bid PPI	Avidin bead fluor	RGS8-Gao reg	Pf gamet viab	ABCB1 block	GSH bead fluor	ABCG2 inh
COc1ccc(OC)c(NC(=O)c2cnc3n(c2=O)CCS3)c1	98.7	96.7	28.7	-1.0	-31.2	7	100.3	.	0.5	14	2.0
CC(=O)c1ccc(NC2c3ncccc3C(=O)N2Cc2ccc(F)cc2)cc1 (centres undefined)	103.0	100.8	24.3	0.0	38.8	6	100.1	-30.7	0.9	18	4.0
COc1ccc(CCN2CC(O)=C(c3nc4ccccc4c(=O)[nH]3)C2=N)cc1OC	101.2	104.3	16.8	.	-8.0	11	101.7	.	-0.4	28	-1.4
Cc1ccc(C2=N/C(=C\N3CCCCC3)C(=O)O2)cc1	197.7*[activator]	168.6*[activator]	3.8	1.0	-14.5	89*	114.8	-40.5	1.7	31	4.8
O=C(N=Nc1c(O)[nH]c2ccccc12)c1ccco1	100.7	97.3	7.6	-1.0	-12.9	12	95.4	17.9	-0.1	10	2.8
Cc1ccc(C(=O)NC(=S)Nc2ccc(S(=O)(=O)N3CCN(C)CC3)cc2)cc1	100.7	97.6	2.7	-1.0	-19.1	7	107.4	12.0	0.6	10	1.9
CCC(C)NC(=O)c1cc(OC)c(OC)c(OC)c1 (centres undefined)	95.9	94.4	10.9	-12.0	-16.0	14	97.8	.	0.6	43	0.7
Cc1cc([N+](=O)[O-])nn1CC(=O)NCc1ccco1	101.6	99.4	1.3	-2.0	-13.8	12	100.8	1.3	0.0	4	6.4
COc1ccc(-n2c(Cc3cccn3C)nnc2SCC(=O)Nc2ccc(Cl)cc2)cc1	101.8	106.2	13.0	0.0	1.9	9	104.7	.	-2.0	22	1.3
Cn1c(CCN2CCOCC2)nc2cc(NC(=O)COc3ccccc3)ccc21	96.7	99.7	-8.3	-4.0	-41.4	10	97.7	3.3	0.5	27	5.2
CC1(C)C2CC=C(/C=N/NC(=S)Nc3cccnc3)C1C2 (centres undefined)	128.8	?	15.6	-1.0	-23.2	14	124.2	.	0.5	11	1.4
O=c1c(Cl)c(NS(=O)(=O)c2ccccc2)cnn1-c1ccccc1	98.6	?	8.6	.	-29.4	5	100.8	-38.4	.	.	.
Nc1nc(SCC(=O)c2cccs2)n[nH]1	95.6	96.8	7.6	0.0	-24.7	12	98.0	-2.4	1.1	16	4.6
COC(=O)c1ccc(NC(=O)N2CCC(O)(c3cccnc3)CC2)cc1	105.4	108.7	6.1	0.0	-1.7	39	104.5	.	0.1	13	1.1
CCOc1ccc(C(C)(O)CN2CCOCC2)cc1 (centres undefined)	101.2	101.7	14.3	-2.0	1.9	38	99.6	-28.8	0.6	18	1.2
COc1ccc(N2C(=O)C3CC=C(Cl)CC3C2=O)cc1 (centres undefined)	89.2	91.0	-6.4	-4.0	-9.7	5	97.2	-38.2	-3.5	29	-4.8
COc1cc(/C=N/NC(=O)CC23CC4CC(CC(C4)C2)C3)cc(Br)c1OCC(=O)N(C)C	95.7	98.1	12.3	-2.0	-0.8	15	99.4	-14.0	0.5	9	-0.2
Cc1cc(C(=O)N2CCC(C(F)(F)F)n3nccc32)on1 (centres undefined)	96.5	98.2	-5.9	-2.0	-37.9	5	99.0	7.8	1.1	39	1.6
O=C(CCCOc1ccccc1)N1CCCc2ccccc21	100.6	101.1	-3.5	21.0	-12.5	34	102.6	.	0.6	10	9.0
O=C(c1cc(-c2ccc(Cl)cc2Cl)on1)N1CCOCC1	101.8	99.8	0.5	-2.0	-22.7	14	99.6	.	0.3	17	1.2
CC1(C)CC(=O)C(N=Nc2cccc(F)c2C#N)=C(O)C1	104.9	?	-1.2	.	-30.6	7	100.0	-1.7	.	.	.
Brc1cccc(CNCCCN2CCOCC2)c1	99.2	101.4	28.9	0.0	-7.7	10	99.8	10.0	1.0	12	4.3
CC(=O)Nc1ccc2c(c1)nc(CCN1CCOCC1)n2C	100.5	101.3	-6.0	0.0	-19.0	12	104.1	.	0.2	27	0.4
COc1ccc(C2c3c(oc4ccc(Cl)cc4c3=O)C(=O)N2Cc2ccco2)cc1OC (centres undefined)	103.4	99.3	-4.0	1.0	-13.6	12	104.5	.	6.8	25	10.1
O=C(CSc1nc(-c2ccccc2)c(-c2ccccc2)o1)Nc1nnc(-c2ccccc2)s1	85.0	93.8	10.8	-1.0	-14.3	2	89.5	.	0.1	58	0.0
Cc1nc(SCC(=O)c2ccc(Cl)s2)c2oc3ccccc3c2n1	99.7	98.0	13.3	1.0	-16.8	10	100.5	29.7	0.7	17	4.2
CC[C@H](CO)NCCN[C@H](CC)CO	97.7	100.1	32.6	-2.0	11.5	12	96.3	.	-0.1	22	0.0
O=C(CN1CCN(c2ccc(F)cc2)CC1)N1N=CCC1c1ccccc1 (centres undefined)	103.5	101.0	-24.2	-2.0	-71.6	4	105.5	3.0	0.2	25	0.4
O=C(Nc1ccc(Cl)cc1C(F)(F)F)c1ccccc1	98.8	99.5	6.8	-2.0	-27.1	22	101.6	.	43.5*	15	36.2
Nc1nnc(SCCCC(=O)c2ccc(Br)cc2)s1	98.2	97.4	7.8	-18.0	-40.4	6	99.9	1.0	1.1	20	21.0
CCc1c(C)nc(SCC(=O)Nc2c(C)n(C)n(-c3ccccc3)c2=O)[nH]c1=O	101.6	101.3	5.5	-2.0	-11.0	19	101.5	17.1	0.6	17	2.1
COC(=O)C1=C(C)NC(=O)CC1c1ccc(F)c(Br)c1 (centres undefined)	99.5	101.9	-1.1	-3.0	-14.6	20	102.0	.	0.3	25	0.1
Cc1cc(C(=O)O)ccc1-n1c(C)cc(C=C2C(=O)c3ccccc3C2=O)c1C	99.6	94.3	30.0	0.0	-39.7	7	100.4	13.1	0.6	14	1.4
CCOC(=O)N1CCC(NC(=O)c2cc(S(=O)(=O)N3CCOCC3)ccc2F)CC1	97.5	97.0	10.9	-1.0	-13.3	35	97.8	.	0.1	27	0.1
O=S(=O)(Nn1c(O)c(C=C2N=c3ccccc3=N2)sc1=S)c1ccccc1	96.6	?	24.3	.	-11.1	10	99.2	-1.9	.	.	.
